Assay outcomes (PubChem)
Jurkat NFkB inh: inhibitors of induced NF-kB luciferase reporter, primary screen, TCR NF-kB activation inhibitor project, cell-based, luminescence, uHTS | Jurkat, PMA/ionomycin-induced NF-kB luciferase reporter | inhibition, % at 4 µM | hit rate 0.53% among 330,000 | AID 435003, 2010; in the data active means inhibition above about 50%
697 NFkB inh: inhibitors of PMA/ionomycin-induced NF-kB reporter, 697 cells, primary screen, B-cell NF-kB inhibitor project, cell-based, luminescence, uHTS; 697 B-cell NF-kB luciferase reporter, 16 h; hit rate 0.33% among 330,000; inhibition, % at 4 µM; in the data active means inhibition above about 35%
CXCR6 inh: CXCR6 receptor inhibitors, primary screen, cell-based, beta-arrestin, luminescence, CHO-K1 PathHunter, 1536-well; inhibition, % at 20 µM; hit rate 0.36% among 360,000; in the data active means inhibition above about 34%, passing the limit was not always enough;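 further: antagonist mode with CXCL16 agonist at 10 nM final; 0% = 10 nM CXCL16 with DMSO and 100% = unstimulated wells without agonist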
Target sequence (O00574 whole entry, looked up): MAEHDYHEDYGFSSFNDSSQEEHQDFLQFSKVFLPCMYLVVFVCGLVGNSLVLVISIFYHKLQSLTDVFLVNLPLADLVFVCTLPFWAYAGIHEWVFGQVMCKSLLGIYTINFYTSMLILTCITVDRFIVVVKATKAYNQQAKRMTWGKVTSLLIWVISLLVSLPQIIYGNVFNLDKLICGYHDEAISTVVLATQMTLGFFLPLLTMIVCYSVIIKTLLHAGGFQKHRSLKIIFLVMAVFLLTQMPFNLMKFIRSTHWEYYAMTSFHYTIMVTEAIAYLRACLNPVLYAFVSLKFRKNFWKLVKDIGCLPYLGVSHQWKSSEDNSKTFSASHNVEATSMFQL
EBI2 block: EBI2 receptor antagonists, beta-arrestin recruitment, primary screen, cell-based, luminescence, 7a,25-OHC stimulation, uHTS; G-protein coupled receptor 183 (Homo sapiens), P32249; inhibition, % at 5 µM; hit rate 0.81% among 360,000; 7a,25-OHC stimulated; AID 651636, 2012; in the data active means inhibition above about 38%;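 further: enzyme fragment complementation signal reports receptor beta-arrestin coupling in cells; 0% = agonist plus DMSO wells and 100% = wells without agonist; some results beyond the cut were filed as inactive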
Target sequence (P32249 whole entry, looked up, the tested form may be a part): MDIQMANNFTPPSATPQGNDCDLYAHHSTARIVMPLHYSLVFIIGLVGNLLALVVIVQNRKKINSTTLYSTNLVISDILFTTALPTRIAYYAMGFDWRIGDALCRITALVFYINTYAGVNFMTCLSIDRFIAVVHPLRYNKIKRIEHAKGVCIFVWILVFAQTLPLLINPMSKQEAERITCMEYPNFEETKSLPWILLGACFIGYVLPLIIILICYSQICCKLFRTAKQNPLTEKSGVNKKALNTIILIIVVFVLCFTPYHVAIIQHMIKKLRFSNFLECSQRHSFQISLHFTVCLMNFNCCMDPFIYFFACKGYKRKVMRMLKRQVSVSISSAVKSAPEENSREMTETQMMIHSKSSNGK
CCR6 antagonist: CCR6 receptor antagonists, primary screen, cell-based, CHO-K1, luminescence, beta-arrestin, uHTS | C-C chemokine receptor type 6 (Homo sapiens), P51684 | CHO-K1 CCR6 PathHunter beta-arrestin, CCL20-stimulated | hit rate 0.49% among 340,000 | inhibition, % at 20 µM;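 active means compounds whose inhibition of the agonist-driven luminescence signal at 20 µM reaches about 50%, limit read from the data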;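 further: cells stimulated with CCL20 at 14 nM final; plate controls were DMSO with CCL20 for no effect and DMSO without agonist for full effect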
UBC13 inh: UBC13 polyubiquitin chain formation inhibitors, primary screen, biochemical, TR-FRET, uHTS; Ubiquitin-conjugating enzyme E2 N (Homo sapiens), P61088; inhibition, % at 20 µM; hit rate 0.47% among 330,000; in the data active means inhibition above about 45%, passing the limit was not always enough
APJ antagonist: antagonists of human apelin receptor APJ, primary screen, CHO-K1 cells, beta-arrestin complementation, luminescence; hit rate 0.32% among 330,000; P35414; AID 2521, 2010; inhibition, % at 20 µM;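 active means inhibition above about 40% at 20 µM, limit read from the data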;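 further: cells challenged with 10 nM apelin-13 agonist together with compound; plate controls were apelin-13 plus DMSO wells for no effect and DMSO wells lacking apelin-13 for full effect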
Gli-Sufu block: Gli-Sufu pathway antagonists, primary screen, luciferase luminescence, Sufu-KO-LIGHT cells, uHTS. Sufu-KO-LIGHT fibroblasts, Gli luciferase reporter luminescence. inhibition, % at 5 µM. hit rate 0.74% among 340,000. AID 588413, 2011;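 active means inhibition above about 55%, limit read from the data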;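 further: 0% = DMSO-treated cells and 100% = wells with medium but no cells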
Active calls of the source: *; nt = no result given.

SMILES	Jurkat NFkB inh	697 NFkB inh	CXCR6 inh	EBI2 block	CCR6 antagonist	UBC13 inh	APJ antagonist	Gli-Sufu block
Cn1c(SCC(=O)Nc2ccc(Cl)cc2F)nnc1-c1ccco1	-7	4	8	3	0	7	9	-31
O=C(NCC1CCCO1)c1ccc(COCC(F)(F)C(F)F)cc1 (stereo unspecified)	-3	-2	3	-4	5	8	21	-21
CCOc1ccc(S(=O)(=O)N2CCC(C(=O)NCCN3CCOCC3)CC2)cc1C	24	19	2	-16	6	1	7	-5
CCOC(=O)C1CCCN(S(=O)(=O)c2cc3c4c(c2)CCC(=O)N4CCC3)C1 (stereo unspecified)	12	-10	0	0	11	-5	1	23
COCCN(C(=O)COC(=O)c1cc2c(s1)CCCC2)c1c(N)n(Cc2ccccc2)c(=O)[nH]c1=O	14	10	4	-3	11	-2	6	-6
Cc1c(Cl)cnc(NC(=O)CSc2nnc3ccccn23)c1Cl	nt	nt	5	-27	4	nt	nt	8
O=C(c1ccc(N2CCN(C(=O)c3ccc(F)cc3F)CC2)cc1)c1cccc(F)c1	-7	9	-14	2	5	34	-14	23
O=S(=O)(c1ccc(NC(=S)NCc2ccncc2)cc1)N1CCCCC1	15	28	-7	5	-7	12	9	3
CCC(=O)N1CCN(c2ccccc2NC(=O)COc2cc(C)ccc2C(C)C)CC1	15	-3	25	24	13	-1	0	13
Nc1cc(Nc2ccccc2)ccn1	4	16	-4	-17	-2	8	3	-6
Cc1cc(NC(=O)c2cc(-c3cccc(OCC(C)C)c3)nc3ccccc23)no1	1	-31	-10	13	10	3	-36	40
NC(=O)NC(Cc1ccccc1)C(=O)N1CCN(S(=O)(=O)c2ccc(Cl)cc2)CC1 (stereo unspecified)	-19	-7	0	-5	0	-3	-7	4

Entries listed so far that contain a Cl atom, in the order listed:
SMILES	Jurkat NFkB inh	697 NFkB inh	CXCR6 inh	EBI2 block	CCR6 antagonist	UBC13 inh	APJ antagonist	Gli-Sufu block
Cn1c(SCC(=O)Nc2ccc(Cl)cc2F)nnc1-c1ccco1	-7	4	8	3	0	7	9	-31
Cc1c(Cl)cnc(NC(=O)CSc2nnc3ccccn23)c1Cl	nt	nt	5	-27	4	nt	nt	8
NC(=O)NC(Cc1ccccc1)C(=O)N1CCN(S(=O)(=O)c2ccc(Cl)cc2)CC1 (stereo unspecified)	-19	-7	0	-5	0	-3	-7	4

The results go on:
SMILES	Jurkat NFkB inh	697 NFkB inh	CXCR6 inh	EBI2 block	CCR6 antagonist	UBC13 inh	APJ antagonist	Gli-Sufu block
COC(=O)C1=C(C)N(C2CCCCC2)C(=O)C1	6	-4	9	3	-22	3	0	-4
Cc1c(N=C2NN=C(c3ccc(Cl)cc3)CS2)c(=O)n(-c2ccccc2)n1C	1	12	15	-5	0	-10	16	8
COC(=O)c1cc(COC(=O)c2nc3nc(C)cc(C)n3n2)oc1C	10	3	-5	8	7	0	-4	-6
Cc1onc(-c2ccccc2)c1CNC(=O)Nc1cccc(Cl)c1	8	-51	-1	-4	15	0	11	14
CCCCC(=O)N(c1ccc(OC)cc1)C1C=CS(=O)(=O)C1 (stereo unspecified)	-5	14	-6	-3	4	3	-1	5
COc1ccccc1N1CCN(C(=O)COc2cc(C)cc(C)c2)CC1	-17	3	3	9	0	-14	13	5
CC(=O)Nc1ccc(C(=O)OCC(=O)NC(=O)NC(C)(C)C)cc1	-10	-23	5	1	8	8	-1	-3
CC(=O)N1CCN(c2nnc(-c3ccccc3)c3ccccc23)CC1	12	8	4	-10	3	2	-4	5
CC(C)(C)Nc1c(N)c(=O)oc2ccccc12	-13	-37	-12	-6	8	-20	-2	2
CCC1=C2CC[C@H]3C(=O)N(c4ccccc4)C(=O)[C@H]3[C@H]2[C@@]2(C)C(=NCc3ccccc3)OC(=O)N2C1=O	12	0	-2	5	10	-1	-1	7
Cc1ccc(C(=O)COC(=O)C(C)N2C(=O)C3C4C=CC(C4)C3C2=O)cc1 (stereo unspecified)	-7	-2	8	-8	4	-4	-3	-4
CCOC(=O)c1cnn(-c2cc(Oc3ccccc3)ncn2)c1N	-27	-27	-2	6	12	-7	4	2

Some of the entries above, reformatted:
| molecule | Jurkat NFkB inh | 697 NFkB inh | CXCR6 inh | EBI2 block | CCR6 antagonist | UBC13 inh | APJ antagonist | Gli-Sufu block |
| --- | --- | --- | --- | --- | --- | --- | --- | --- |
| Cc1cc(NC(=O)c2cc(-c3cccc(OCC(C)C)c3)nc3ccccc23)no1 | 1 | -31 | -10 | 13 | 10 | 3 | -36 | 40 |
| NC(=O)NC(Cc1ccccc1)C(=O)N1CCN(S(=O)(=O)c2ccc(Cl)cc2)CC1 (stereo unspecified) | -19 | -7 | 0 | -5 | 0 | -3 | -7 | 4 |
| COC(=O)C1=C(C)N(C2CCCCC2)C(=O)C1 | 6 | -4 | 9 | 3 | -22 | 3 | 0 | -4 |
| Cc1c(N=C2NN=C(c3ccc(Cl)cc3)CS2)c(=O)n(-c2ccccc2)n1C | 1 | 12 | 15 | -5 | 0 | -10 | 16 | 8 |
| COC(=O)c1cc(COC(=O)c2nc3nc(C)cc(C)n3n2)oc1C | 10 | 3 | -5 | 8 | 7 | 0 | -4 | -6 |
| Cc1onc(-c2ccccc2)c1CNC(=O)Nc1cccc(Cl)c1 | 8 | -51 | -1 | -4 | 15 | 0 | 11 | 14 |
| CCCCC(=O)N(c1ccc(OC)cc1)C1C=CS(=O)(=O)C1 (stereo unspecified) | -5 | 14 | -6 | -3 | 4 | 3 | -1 | 5 |
| COc1ccccc1N1CCN(C(=O)COc2cc(C)cc(C)c2)CC1 | -17 | 3 | 3 | 9 | 0 | -14 | 13 | 5 |
| CC(=O)Nc1ccc(C(=O)OCC(=O)NC(=O)NC(C)(C)C)cc1 | -10 | -23 | 5 | 1 | 8 | 8 | -1 | -3 |
| CC(=O)N1CCN(c2nnc(-c3ccccc3)c3ccccc23)CC1 | 12 | 8 | 4 | -10 | 3 | 2 | -4 | 5 |
| CC(C)(C)Nc1c(N)c(=O)oc2ccccc12 | -13 | -37 | -12 | -6 | 8 | -20 | -2 | 2 |
| CCC1=C2CC[C@H]3C(=O)N(c4ccccc4)C(=O)[C@H]3[C@H]2[C@@]2(C)C(=NCc3ccccc3)OC(=O)N2C1=O | 12 | 0 | -2 | 5 | 10 | -1 | -1 | 7 |
| Cc1ccc(C(=O)COC(=O)C(C)N2C(=O)C3C4C=CC(C4)C3C2=O)cc1 (stereo unspecified) | -7 | -2 | 8 | -8 | 4 | -4 | -3 | -4 |
| CCOC(=O)c1cnn(-c2cc(Oc3ccccc3)ncn2)c1N | -27 | -27 | -2 | 6 | 12 | -7 | 4 | 2 |

Additional results follow.
SMILES	Jurkat NFkB inh	697 NFkB inh	CXCR6 inh	EBI2 block	CCR6 antagonist	UBC13 inh	APJ antagonist	Gli-Sufu block
CCCC1NC(=S)NC(C)=C1C(C)=O (stereo unspecified)	-9	0	0	1	4	0	-2	-8
Cc1ccc(C23CC4CC(CC(C(=O)NC(C(=O)O)C(C)C)(C4)C2)C3)cc1 (stereo unspecified)	8	1	-7	6	9	-4	15	1
CC1=Nc2ccccc2/C1=C\c1nc(-c2ccc(C(F)(F)F)cc2)oc1O	8	22	10	13	-2	-131	21	8
N#Cc1cc2c(nc1SCc1cccnc1)CCCCC2	-17	-48	-1	20	12	4	-13	8
CC1=C(C#N)C(c2cccnc2)C2=C(CC(c3ccc(Cl)cc3)CC2=O)N1 (stereo unspecified)	12	1	16	14	23	10	19	1
COc1cccc(CN2CCC(n3nccc3NC(=O)CCCc3ccccc3)CC2)c1	3	-2	2	5	7	-4	14	27
C/C(Cn1cnc([N+](=O)[O-])n1)=N\NC(=O)c1ccccc1O	-7	-9	-3	0	-3	-9	-37	-6
